Assay outcomes deposited in PubChem by National Center for Advancing Translational Sciences (NCATS).
TrxR1 inh: rat TrxR1 inhibition | O89049 | recombinant rTrxR1, NADPH fluorescence consumption, selenite substrate | Potency, µM (series often up to 114 µM), inactives show top-dose activity change, negative = inhibition, most hits filed as inhibitors | hit rate 1% among 390,000 | AID 588453; further: potency means the concentration at half of the fitted maximal effect; on the % scale 0 is the no-effect control and ±100 the full control effect; nearly all actives have a fitted effect of over 65% in size
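Rat TrxR1 (90 nM in the dispensed reagent) was pre-reduced with 400 uM NADPH for 5 min at room temperature, then incubated with compound for 15 min. After 400 uM selenite was added, NADPH fluorescence (Ex 340/Em 450 nm) was followed for 8 min.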
LDHA inh: inhibitors of human lactate dehydrogenase A. P00338. hit rate 0.15% among 480,000. purified LDHA, NADH/diaphorase-resazurin fluorescence; hits give low values. activity change, % (values are at about 110 or 230 µM). AID 1347041; in the data active means activity change below about -30%; inconclusive means mostly about -25% to -30%;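 further: plate controls were DMSO wells for no effect and wells without enzyme for full effect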
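Human LDH5 (2 nM) was incubated with 0.06 mM NADH and 0.2 mM pyruvate for 5 min at room temperature in Tris pH 7.4. Remaining NADH was coupled through diaphorase/resazurin, and resorufin fluorescence was read at 0 and 20 min.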
Vif-A3G inh: blocks the Vif interaction with human APOBEC3G | Q9HC16 | HeLa A3G-eYFP + Vif (tagged APOBEC3G with the HIV-1 protein that degrades it), YFP fluorescence, overnight | Potency, µM (series often up to 46.1 µM), without a hit: top-dose activity, negative = active, most hits filed as inhibitors | hit rate 0.076% among 410,000 | AID 602310;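 further: potency means the concentration at half of the fitted maximal effect; on the % scale 0 is the no-effect control and ±100 the full control effect; nearly all actives have a fitted effect of over 60% in size; hits raise eYFP signal because A3G escapes Vif-driven loss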
Target sequence (Q9HC16 whole entry, looked up): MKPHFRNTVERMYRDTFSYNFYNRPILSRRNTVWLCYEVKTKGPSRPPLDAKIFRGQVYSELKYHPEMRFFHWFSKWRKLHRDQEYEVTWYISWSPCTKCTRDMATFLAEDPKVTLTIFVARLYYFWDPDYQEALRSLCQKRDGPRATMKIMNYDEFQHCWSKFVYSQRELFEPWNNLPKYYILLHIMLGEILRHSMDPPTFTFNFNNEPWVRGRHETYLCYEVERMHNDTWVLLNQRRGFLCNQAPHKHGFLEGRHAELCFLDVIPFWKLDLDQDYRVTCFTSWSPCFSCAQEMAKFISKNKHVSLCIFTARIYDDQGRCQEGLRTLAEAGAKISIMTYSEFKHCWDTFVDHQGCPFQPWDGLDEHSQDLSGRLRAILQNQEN
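HeLa cells stably expressing Vif and C-terminally eYFP-tagged A3G, seeded overnight at 37 deg C, then exposed to compound by pintool overnight at 37 deg C. Rise in yellow fluorescence (Ex 488/Em 500-530, Acumen) marks blocked Vif-driven A3G degradation.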
Vif-APOBEC3F blk: Vif-A3F binding inhibition | AID 602313 | hit rate 0.2% among 390,000 | HeLa A3F-eYFP + Vif (tagged APOBEC3F with the HIV-1 protein that degrades it), YFP fluorescence increase | Potency, µM (top dose mostly 46.1 µM), for the others: at the highest dose activity, negative = active; further: potency means the concentration at half of the fitted maximal effect; % of control where 0% means no effect; nearly all actives have a fitted effect of over 65% in size
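HeLa cells stably expressing A3F-eYFP plus Vif, plated and incubated overnight at 37 deg C, then exposed to compounds overnight at 37 deg C. Blocked degradation read as raised yellow fluorescence (Ex 488/Em 500-530).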
TrxR1 substrate: rat thioredoxin reductase 1 substrate activity. purified TrxR1 substrate turnover, NADPH consumption readout. AID 588456. Potency, µM (top dose mostly 114 µM), without a hit: top-dose activity change, negative = substrate turnover. hit rate 0.01% among 390,000; further: potency means the concentration at half of the fitted maximal effect; on the % scale 0 is the no-effect control and ±100 the full control effect; nearly all actives have a fitted effect of over 50% in size
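Rat TrxR1, dispensed at 90 nM, was prereduced with 400 uM NADPH (final) for 5 min at ~22 deg C, then incubated with compound 15 min before 400 uM selenite. A first-read NADPH fluorescence drop versus no-compound background flagged substrates.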
GRP78 ERSR act: inducers of ER stress response in human glioma cells. Potency, µM, for the others: at the highest dose activation, hits mostly activators. AID 602332. U87-MG GRP78 promoter luciferase reporter, 16 h. hit rate 0.02% among 420,000; further: potency means the concentration at half of the fitted maximal effect; series mostly up to about 76 µM; % of control where 0% means no effect; nearly all actives have a fitted effect of over 35% in size
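Stably transfected U87-MG glioma cells carrying a GRP78-based luciferase sensor; 16 h compound incubation. Luminescence end-point read 10 min after Bright-Glo addition at room temperature.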
mIDH1 inhibitor: blocks human mutant IDH1 R132H enzyme. O75874. IDH1-R132H enzyme, NADPH consumption, diaphorase/resazurin fluorescence. Potency, µM (series often up to 76.6 µM), for inactives: top-dose activity change, negative = inhibition, most hits filed as inhibitors. hit rate 0.093% among 390,000. AID 602179; further: potency means the concentration at half of the fitted maximal effect; on the % scale 0 is the no-effect control and ±100 the full control effect; nearly all actives have a fitted effect of over 65% in size
Target sequence (O75874 whole entry R132H, stated change not applied): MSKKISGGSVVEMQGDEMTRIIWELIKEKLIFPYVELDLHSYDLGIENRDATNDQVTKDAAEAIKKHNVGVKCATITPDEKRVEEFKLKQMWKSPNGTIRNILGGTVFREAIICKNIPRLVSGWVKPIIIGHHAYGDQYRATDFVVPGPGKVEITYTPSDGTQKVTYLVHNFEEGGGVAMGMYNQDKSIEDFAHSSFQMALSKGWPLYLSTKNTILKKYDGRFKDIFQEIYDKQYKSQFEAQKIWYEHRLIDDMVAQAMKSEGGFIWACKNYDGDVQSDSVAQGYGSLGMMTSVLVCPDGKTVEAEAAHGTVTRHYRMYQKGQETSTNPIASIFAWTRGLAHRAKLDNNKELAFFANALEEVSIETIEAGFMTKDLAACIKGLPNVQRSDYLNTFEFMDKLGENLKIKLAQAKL
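IDH1-R132H (0.5 ug/mL dispensed) in pH 7.5 Tris buffer was preincubated 30 min with compound, then given a substrate mix of 0.016 mM NADPH and 2 mM alpha-KG for 80 min at room temperature; remaining NADPH was read by diaphorase/resazurin fluorescence.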
RGS4 inh: human RGS4 inhibition. P49798. hit rate 0.039% among 390,000. Transcreener GDP fluorescence polarization, RGS4-accelerated GTP hydrolysis. Potency, µM (doses to about 114 µM), inactives show at the top dose activity change, negative = inhibition, actives largely listed as inhibitors; further: potency means the concentration at half of the fitted maximal effect; on the % scale 0 is the no-effect control and ±100 the full control effect; nearly all actives have a fitted effect of over 75% in size; some results filed as inactive show a strong effect at the top dose
Target sequence (P49798 whole entry, looked up): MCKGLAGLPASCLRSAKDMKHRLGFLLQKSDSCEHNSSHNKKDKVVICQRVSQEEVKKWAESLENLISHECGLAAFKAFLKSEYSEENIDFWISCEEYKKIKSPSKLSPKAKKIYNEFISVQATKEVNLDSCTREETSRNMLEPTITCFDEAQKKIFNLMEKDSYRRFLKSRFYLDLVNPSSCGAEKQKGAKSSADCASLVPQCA
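MLSMR compounds (23 nl, pin-transferred) preincubated 10 min at room temperature with a 500nM (2x) first reagent, then RGS4 at 900nM (2x) plus Transcreener GDP mix added; fluorescence polarization (620/688 nm) read before and after 90 min at 30 °C.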
USP1 inh: USP1/UAF1 (human) deubiquitinase inhibition. O94782. recombinant USP1/UAF1, Ub-Rhodamine cleavage fluorescence. Potency, µM (highest dose often 57.1 µM), for the others: top-dose activity change, negative = inhibition, actives largely listed as inhibitors. hit rate 0.23% among 390,000; further: potency means the concentration at half of the fitted maximal effect; on the % scale 0 is the no-effect control and ±100 the full control effect; nearly all actives have a fitted effect of over 60% in size; inactives centre near -12
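High-throughput fluorogenic screen: 1nM USP1/UAF1 complex, Ub-Rho substrate 150nM final, 50mM HEPES pH 7.8 with 0.5mM EDTA, 0.1 mg/ml BSA, 1mM TCEP and 0.01% Tween-20.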
* hit, by the source's call; ? = inconclusive; / = not tested or not shown; & = joins results of further samples; [ ] = dose if it differs, or a comment. Unless noted, the call rests on the fitted dose curve; in most records, active means well fitted curve in the direction sought with a large enough effect; inconclusive means small, poorly fitted or top-dose-only effect, or another doubt; inactive means no such curve, though single readings can be large; an effect the other way counts as inactive or inconclusive.

smiles	TrxR1 inh	LDHA inh	Vif-A3G inh	Vif-APOBEC3F blk	TrxR1 substrate	GRP78 ERSR act	mIDH1 inhibitor	RGS4 inh	USP1 inh
Cn1c(SCC(=O)Nc2cccc(F)c2)nc2c([nH]c3ccccc32)c1=O	22.2%	-4.3	0.2%	-17.1%	9.1%	-3.4%	0.0%	2.4%	-15.7%
C/C(=C\c1ccccc1)CN1CCN(c2ccccc2)CC1	20.1%	-15.9	2.2%	-4.6%	6.7%	-5.0%	8.9%	-26.6%	-13.0%
O=C(Nc1ccc(OC(F)(F)F)cc1)c1cc(-c2ccc(Cl)cc2)on1	20.1%	6.0	0.2%	1.2%	-0.9%	-2.4%	9.8%	-9.7%	-26.5%
COC(=O)CCC(=O)Nc1ccc(S(=O)(=O)Nc2nc(C)cc(C)n2)cc1	9.4%[57.1 µM]	1.2	-2.0%	-5.5%	8.9%	-1.3%	2.6%	-24.9%	-11.1%
O=C(NCc1ccc2c(c1)OCO2)c1cccnc1	4.7%	-4.5	1.0%	8.7%	2.7%	-1.6%	2.6%	-24.3%	-13.6%
O=C(COC(=O)C12CC3CC(CC(C3)C1)C2)Nc1nc2c(F)c(F)c(F)cc2s1	-4.1%	-9.2	-25.3%	-4.6%	-3.1%	-1.4%	-3.6%	-6.7%	-23.8%
Cn1c(Cc2cccs2)nnc1SCC(=O)Nc1ccccc1F	1.4%	-7.3	-3.6%	1.7%	-2.5%	-6.2%	9.1%	6.5%	-20.9%
N#C/C(=C\c1ccc(O)cc1)C(=O)N1CCCC1	-12.1%	0.8	0.4%	0.7%	-12.6%	3.3%	-22.1%	31.5%	-9.5%
CCN(CC(=O)Nc1c(F)cccc1F)C(=O)C1CCCN(C(=O)c2ccc(Cl)cc2)C1 (stereo not drawn)	-9.4%	-2.8	0.5%	-3.9%	-2.2%	-2.5%	2.7%	-16.0%	-8.2%
CN(C)CCNC(=O)C1CCN(Cc2cc3ccccc3n2Cc2ccccc2)CC1	-4.7%[57.1 µM]	-4.3	-3.6%	?	-6.4%[57.1 µM]	-8.3%	-6.0%	-1.8%	-25.7%
COc1ccc(NC(=O)c2nc[nH]c2C(=O)N2CCC(C)CC2)cc1	16.8%	0.2	4.3%	-5.3%	1.7%	-1.4%	-6.0%	12.9%	-21.7%
CNc1nc(OCC(F)(F)F)nc(OCC(F)(F)F)n1	11.6%	-2.5	2.1%	-19.3%	2.6%	-4.5%	0.0%	-12.4%	-15.5%
COc1ccc([N+](=O)[O-])cc1NC(=O)CC1SC(=Nc2cccc(C)c2C)N(/N=C/c2cccc(OC)c2OC)C1=O (stereo not drawn)	-7.9%&8.0%	-17.6&-3.0	1.5%&-3.9%	?	-5.8%&-1.3%	-1.8%&-0.8%	0.0%&0.9%	-12.7%&-3.2%	-15.2%&-6.6%
COCCN=C1Sc2nc3c(C)cccc3cc2CN1Cc1ccco1	?	-0.6	-0.9%	-2.3%	11.0%[57.1 µM]	5.1%	1.8%	?	-24.0%
C=CCn1c(NCCO)nc2sc3c(c2c1=O)CCC3	4.6%	-0.2	-3.6%	1.9%	7.7%	1.7%	1.5%	14.8%	-26.5%
CCN1/C(=C2\C(=O)N(C)C(=S)N2C)C=Cc2cc(C)ccc21	-16.3%	8.0	-3.4%	-10.5%	-13.6%	-3.3%	4.2%	-18.0%	-21.0%
Cc1cc(C)c(NC(=O)Cn2nc3c(cc2=O)CCCC3)c(C)c1	26.3%[57.1 µM]	0.8	-21.2%	-1.6%	4.3%[57.1 µM]	-2.2%	3.6%	-29.1%	-7.6%
CC(C)C(=O)N1CCN(c2ccc(NC(=O)c3ccc([N+](=O)[O-])o3)cc2Cl)CC1	3.6%	5.1	?	0.9%	-10.5%	-18.0%	20.5%	12.0%	-3.7%
COC(CNC(=O)c1ccc2c(c1)ncn2-c1ccc(F)c(F)c1)OC	-5.5%	-3.1	1.6%	2.3%	1.7%	-4.6%	-0.7%	-24.2%	-12.1%
COc1ccc2c(c1)c(=O)c(C(=O)c1ccccc1)cn2Cc1ccc(C)cc1	2.1%	-3.9	?	-1.8%	-7.5%	-4.0%	-6.9%	4.0%	1.2%
Cc1ccc(C(=O)Nc2cccc(C(=O)N/N=C/c3ccc(F)cc3)c2)cc1	-1.2%	-9.5	3.2%	-20.0%	-9.2%	0.2%	-5.9%	-1.9%	-17.8%
O=C(NCCN1C(=O)S/C(=C/c2cccnc2)C1=O)c1ccc(S(=O)(=O)N2CCCC2)cc1	-18.7%	10.9	1.6%	?	-1.4%	6.3%	?	-37.9%	-14.8%
CCCn1c(SCC(=O)c2c(N)n(C3CC3)c(=O)[nH]c2=O)nnc1-c1ccncc1	17.4%	-7.5	3.0%	2.8%	1.7%	-2.7%	-1.3%	-5.9%	-20.5%
COCc1cc(C)nc2sc(C(=O)NCCO)c(-n3cccc3)c12	6.8%	-1.5	5.7%	3.6%	-5.9%	-3.0%	-1.2%	11.7%[11.4 µM]	-9.9%
CCN1C(=O)[C@@H]2[C@@H](c3ccc(SC4CCCCC4)cc3)N3CCCC[C@@]3(C(=O)OC)[C@@H]2C1=O	-21.2%[57.1 µM]	8.3	?	-29.0%	6.7%[57.1 µM]	-10.0%	-10.5%	-11.1%	?
CC(=O)Nc1ccc(S(=O)(=O)N(CCCN2CCOCC2)Cc2cccs2)cc1	24.0%	-8.9	-0.4%	-1.6%	-2.6%	-1.5%	1.8%	18.3%	0.4%
CC(C)n1nnnc1SCC(=O)NCc1ccc2c(c1)OCO2	21.9%	-8.2	-1.6%	/	6.8%	-4.6%	-4.0%	7.4%	-0.4%
CC(C)CCn1nnnc1C(c1ccc(F)cc1)N1CCN(C(=O)c2ccco2)CC1 (stereo not drawn)	-1.9%[57.1 µM]	0.3	6.5%	-5.3%	1.5%[57.1 µM]	-1.3%	-2.3%	-19.0%	-15.4%
Cc1cc(C)c2c3c(sc2n1)C1(CCSCC1)C(C#N)=C(N)O3	13.6%	-2.6	-6.9%	-14.1%	5.9%	-0.2%	-0.1%	-42.4%	-22.0%
CCCCc1nc2ccccc2c(NC(=O)CN2CCN(C)CC2)c1CCC	8.3%	?	-0.7%	3.5%	5.0%	-3.9%	2.8%	7.3%	-8.6%
Nc1c(C(=O)NCc2ccc(Cl)cc2)sc2nc(-c3ccc(F)cc3)ccc12	23.5%	2.9	-7.5%	-20.4%	18.3%	1.8%	11.6%	-3.3%	-27.3%
Cc1ccc(Cl)cc1NC1=C/C(=N\S(=O)(=O)c2cccs2)c2ccccc2C1=O	-22.4%&-19.6%	44.4&60.9	-6.1%&-7.1%	1.9%&0.0%	-4.5%&-3.4%	-13.4%&-13.2%	20.5%&9.9%	-20.6%&-8.4%	3.16µM*
C[C@@H](NC(=O)c1[nH]cnc1C(=O)Nc1ccon1)c1ccccc1	13.2%[57.1 µM]	-5.1	-10.4%	1.5%	6.0%[57.1 µM]	-1.9%	1.1%	11.1%	20.5%
COc1ccc(C(=O)OCC(=O)NC2CCCC2)c(OC)c1OC	18.1%	-4.2	0.6%	4.7%	3.2%	2.0%	1.1%	-20.8%[56.9 µM]	-19.2%
CCCCCCN1C[C@@H](O)[C@H](n2cc(COC(=O)c3ccccc3)nn2)C[C@@H]1c1ccccc1	/	1.0	-0.3%	-6.1%	/	-4.9%	-2.6%	/	-20.1%
Cc1noc(C)c1COc1cccc(C(=O)Nc2ccc(C#N)cc2)c1	12.7%[57.1 µM]	-10.1	2.6%	10.5%	4.2%[57.1 µM]	-0.6%	3.2%	-37.2%	-14.1%
Cc1ccc(C(=O)Nc2cccc(C(O)c3ccccc3)c2)cc1 (stereo not drawn)	14.3%[57.1 µM]	5.0	-0.1%	-4.2%	8.5%[57.1 µM]	-1.4%	9.5%	-21.2%	-15.4%
COc1ccc(Cl)cc1NC(=O)CN1CCC(n2nnc3cc(F)ccc32)CC1	5.0%[57.1 µM]	-7.9	-3.6%	-6.8%	6.6%[57.1 µM]	-6.2%	-2.4%	27.1%[11.4 µM]	-3.2%
CCOCCNC(=O)c1ccc2c3c(cccc13)CC2	-21.9%	-1.1	-8.4%	4.8%	186.8%[activator]	1.9%	6.1%	-19.3%	-14.3%
N#CC1=C(N)C(C#N)(C#N)[C@H](c2c(F)cccc2F)[C@H]2CC3(CC=C12)OCCO3	?	27.1	12.6µM*	22.4µM*	-8.6%	-5.6%	-5.4%	-8.9%	5.9%

An excerpt. The share of hits here may be higher or lower than overall.
